High-throughput results deposited in PubChem by National Center for Advancing Translational Sciences (NCATS).
IMPase cell inh – IMPase inhibition in cells | P97697 | CHO-M1 cells, IP1 accumulation, HTRF TR-FRET ratio | inhibition (IP1 accumulation), % at 46.1 µM | 120,000 tested, under 10 active | AID 901; active = well fitted curve in the direction sought with a large enough effect in the signal ratio, not every such curve was filed as active; inconclusive = small, poorly fitted or top-dose-only effect, or a change in a side signal; inactive = no such curve, though single readings can be large or run the other way; the % refers to the signal ratio;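 note: cells stimulated with carbachol in lithium chloride buffer; plate controls were DMSO basal wells for no effect and reference inhibitor wells for full effect; higher means more IMPase inhibition seen as more IP1 and lower FRET ratio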
Target sequence (P97697 whole entry, looked up): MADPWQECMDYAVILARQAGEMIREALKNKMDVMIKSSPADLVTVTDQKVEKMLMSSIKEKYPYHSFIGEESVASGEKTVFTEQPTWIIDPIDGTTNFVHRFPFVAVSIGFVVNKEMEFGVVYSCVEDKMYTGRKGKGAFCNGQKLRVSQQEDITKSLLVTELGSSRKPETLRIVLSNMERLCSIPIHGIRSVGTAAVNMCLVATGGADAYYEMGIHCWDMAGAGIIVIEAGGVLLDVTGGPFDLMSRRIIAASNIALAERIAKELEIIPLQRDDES
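Measured: the HTRF emission ratio (665/620 nm) plus the 620 nm donor channel, each fitted to the Hill equation to give AC50. Cells were CHO-M1 given compounds up to 46 uM and a 30 min carbachol stimulation at 37C.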
ALOX12 inhib – 12-hLO (ALOX12) enzyme inhibition. Potency, µM (top dose mostly 57.1 µM), inactives show at the highest dose activity change, negative = inhibition, hits mostly inhibitors. 150,000 compounds, 0.12% hits. purified 12-hLO, xylenol orange hydroperoxide absorbance; note: potency is the fitted concentration of half-maximal effect; nearly all actives have a fitted effect of over 55% in size; many of its hits are not listed in these tables
Target sequence (P18054 whole entry, looked up): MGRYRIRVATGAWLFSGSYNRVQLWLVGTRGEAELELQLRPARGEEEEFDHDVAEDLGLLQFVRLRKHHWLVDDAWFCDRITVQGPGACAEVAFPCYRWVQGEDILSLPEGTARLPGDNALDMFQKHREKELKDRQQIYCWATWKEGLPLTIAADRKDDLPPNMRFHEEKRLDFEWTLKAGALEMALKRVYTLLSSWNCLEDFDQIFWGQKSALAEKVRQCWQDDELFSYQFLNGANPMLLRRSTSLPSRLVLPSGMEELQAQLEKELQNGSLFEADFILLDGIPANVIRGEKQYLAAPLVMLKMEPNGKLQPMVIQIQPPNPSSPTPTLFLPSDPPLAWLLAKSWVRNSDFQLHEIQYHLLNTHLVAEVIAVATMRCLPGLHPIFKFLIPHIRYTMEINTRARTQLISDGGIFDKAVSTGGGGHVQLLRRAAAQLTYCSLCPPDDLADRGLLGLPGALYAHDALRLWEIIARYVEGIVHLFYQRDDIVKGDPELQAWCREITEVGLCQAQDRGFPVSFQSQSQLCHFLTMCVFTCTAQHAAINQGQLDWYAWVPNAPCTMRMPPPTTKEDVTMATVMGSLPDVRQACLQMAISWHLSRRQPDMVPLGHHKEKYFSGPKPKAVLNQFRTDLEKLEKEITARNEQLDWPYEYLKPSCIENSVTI
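Purified human 12hLO (150 nM), preincubated 15 min with compound, then 40 uM arachidonic acid for 30 min, room temperature, Hepes pH 7.0 with 0.01% Triton X-100. Hydroperoxide detected by ferrous iron/xylenol orange; 573/405 nm absorbance ratio gives reaction progress.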
PNC inhibitor – blocks assembly of the perinucleolar compartment; 140,000 compounds, 3.1% hits; PC3M PTB-GFP, PNC prevalence imaging, 16 h; stronger effect = lower value; activity change (PNC), negative = inhibition, % at 10 µM; AID 2417;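 active = readout at or below -70, meaning at least 70% loss of cells showing the perinucleolar compartment, a nuclear body marking cancer cells; inconclusive = readout between -30 and a set limit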;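 note: plate controls were DMSO wells for no effect and camptothecin positive control wells for full effect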
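Compounds are pinned in duplicate onto adhered PC3M cells stably expressing GFP-tagged PTB and incubated 16 h at 37 C. Cells are then fixed, nuclei stained with Hoechst, and PNC-positive cells counted.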
15-hLO-2 inh – inhibitors of human 15-lipoxygenase 2 (ALOX15B) | O15296 | purified 15hLO-2, xylenol orange hydroperoxide absorbance | Potency, µM (doses to about 57.1 µM), inactives show at the top dose activity change, negative = inhibition, hits mostly inhibitors | 110,000 compounds, 0.56% hits; note: potency is the fitted concentration of half-maximal effect; nearly all actives have a fitted effect of over 60% in size; many of its hits are not listed in these tables
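Purified human 15hLO-2 (50 nM final) preincubated with compounds 15 min at room temperature in 25 mM Hepes pH 7.5, 0.01% Triton X-100, then 45 uM arachidonic acid added for 90 min; hydroperoxide detected via ferrous/xylenol orange, 573/405 nm absorbance ratio.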
An asterisk follows results filed as active; [ ] = remark or other dose. Unless noted, calls come from the whole dose curve; as a rule, active = well fitted curve in the direction sought with a large enough effect; inconclusive = small, poorly fitted or top-dose-only effect, or another doubt; inactive = no such curve, though single readings can be large; an effect the other way counts as inactive or inconclusive. Unless noted, % is set by controls: 0 for no effect and ±100 for the full control effect. A portion of the library; count on the stated rates, not on these rows.

How did Nc1c(-c2cccc(Cl)c2)cnn1-c1cccc(C(F)(F)F)c1 do in these assays?
IMPase cell inh: 12; ALOX12 inhib: -20%; PNC inhibitor: 26; 15-hLO-2 inh: 16%

Results for Cc1ccc(NC(=O)NCCCN2CCCC2=O)cc1 ?
IMPase cell inh: -2; ALOX12 inhib: -1%; PNC inhibitor: inconclusive; 15-hLO-2 inh: 1%

Results for Cc1ccccc1N=C(NOCc1ccccc1)c1nonc1N ?
ALOX12 inhib: -11%; PNC inhibitor: -20

What do the screens show for `Cc1cc(C)c(S(=O)(=O)N2CCC(C(=O)NCc3ccco3)CC2)c(C)c1`?
IMPase cell inh: inconclusive; ALOX12 inhib: -8%; PNC inhibitor: -2; 15-hLO-2 inh: -2%

What do the screens show for `CCOc1ccc(N2CC(C(=O)Nc3cccc(C)c3C)CC2=O)cc1` (centres undefined)?
IMPase cell inh: -4; ALOX12 inhib: 0%; PNC inhibitor: inconclusive; 15-hLO-2 inh: 8%

Results for O=C(O)c1ccc(F)c(S(=O)(=O)Nc2ccccc2)c1 ?
IMPase cell inh: 4; ALOX12 inhib: 4%; PNC inhibitor: inconclusive; 15-hLO-2 inh: 4%

How did O=C(NNC(=S)Nc1ccccc1Cl)C1CC1 do in these assays?
IMPase cell inh: 3; ALOX12 inhib: 0%; PNC inhibitor: 21

How did O=C(CC(=O)c1ccccc1O)c1ccc(F)cc1 do in these assays?
IMPase cell inh: -4; ALOX12 inhib: inconclusive; PNC inhibitor: 20; 15-hLO-2 inh: 7%

What do the screens show for `CC(=O)N1c2ccc(S(=O)(=O)CCC(=O)O)cc2CC1C` (centres undefined)?
IMPase cell inh: 0; ALOX12 inhib: 1%; PNC inhibitor: -26; 15-hLO-2 inh: -6%

What do the screens show for `CCOc1c(OC)cc(C2C(C#N)=C(N)Oc3n[nH]c(-c4ccncc4)c32)cc1OC` (centres undefined)?
IMPase cell inh: -1; ALOX12 inhib: -8%; PNC inhibitor: -3; 15-hLO-2 inh: 9%

How did COC(=O)c1ccc(Sc2ccc(Cl)cc2)c(N)c1 do in these assays?
IMPase cell inh: -2; ALOX12 inhib: -6%; PNC inhibitor: -14; 15-hLO-2 inh: 7%

How did O=C(COC(=O)/C=C/c1ccccc1)Nc1ccccc1Br do in these assays?
ALOX12 inhib: 1%; PNC inhibitor: 6

Results for CC1CN(C(=O)C2CCCC2)C(C)CN1C(=O)C1CCCC1 (centres undefined) ?
ALOX12 inhib: -7%; PNC inhibitor: inconclusive

Results for CCOc1ccc(NC(=O)CSc2nc3[nH]ncc3c(=O)n2-c2ccccc2OC)cc1 ?
ALOX12 inhib: -2%; PNC inhibitor: -11

How did COc1ccc(C(=O)c2ccc(OC)c(OC)c2)cc1OC do in these assays?
IMPase cell inh: 2; ALOX12 inhib: 2%; PNC inhibitor: 92

What do the screens show for `COc1cc(/C=C2\SC(=S)N(N3CCOCC3)C2=O)cc(OC)c1OC`?
IMPase cell inh: 13; ALOX12 inhib: 0%; PNC inhibitor: -20

What do the screens show for `CCC12CN3CC(CC)(CN(C1)C31C(=O)N(C)c3ccc(C)cc31)C2=O` (centres undefined)?
IMPase cell inh: 19; ALOX12 inhib: -1%; PNC inhibitor: 35; 15-hLO-2 inh: 2%

Results for COc1c(O)cccc1O ?
ALOX12 inhib: -2%; 15-hLO-2 inh: 4%

Results for COc1cccc(OCc2nnc(SCC(=O)NCc3ccco3)n2CCc2ccccc2)c1 ?
IMPase cell inh: 7; ALOX12 inhib: -13%; PNC inhibitor: 42; 15-hLO-2 inh: inconclusive

How did Cc1ccc(C(=O)CSc2nnc(C)s2)cc1 do in these assays?
ALOX12 inhib: -1%; PNC inhibitor: -1

Results for CC(C)(C)NC(=O)CSc1nc(-c2ccccc2)c(-c2ccccc2)[nH]1 ?
IMPase cell inh: 6; ALOX12 inhib: -7%; PNC inhibitor: -22; 15-hLO-2 inh: 9%

How did CNC(=O)C1C2C=CC3(O2)C1C(=O)N(C1CC1)C3C(=O)NCc1ccc(OC)cc1 (centres undefined) do in these assays?
IMPase cell inh: -11; ALOX12 inhib: 7%; PNC inhibitor: -18; 15-hLO-2 inh: 7%[2.29 µM]

How did Cc1c(C(=O)N2CCCCC2)sc(NC(=O)C(C)C)c1C#N do in these assays?
IMPase cell inh: -9; ALOX12 inhib: -1%; PNC inhibitor: 22; 15-hLO-2 inh: 7%

How did COC(=O)CSC1=C(C#N)C(c2ccccc2OC)C(C(=O)OC)C(=O)N1 (centres undefined) do in these assays?
IMPase cell inh: 6; ALOX12 inhib: -4%; PNC inhibitor: -5; 15-hLO-2 inh: 7%

What do the screens show for `COc1ccc(CCNC(=O)C2CCCN(S(C)(=O)=O)C2)cc1OC` (centres undefined)?
IMPase cell inh: 10; ALOX12 inhib: -3%; PNC inhibitor: 5; 15-hLO-2 inh: 7%

What do the screens show for `COc1ccc(C(CC(=O)NCc2ccccc2)Sc2n[nH]c(-c3ccccc3)n2)cc1` (centres undefined)?
IMPase cell inh: -6; ALOX12 inhib: 3%; PNC inhibitor: 32

How did O=C(NCc1ccccc1)Nc1cccn(Cc2ccc(F)cc2)c1=O do in these assays?
ALOX12 inhib: -4%; PNC inhibitor: 20

How did Cc1cccc(C)c1OC[C@H](C)N do in these assays?
IMPase cell inh: 0[20.6 µM]; ALOX12 inhib: 6%[25.6 µM]; 15-hLO-2 inh: 9%[25.6 µM]

How did COc1ccc(C=NCC2COc3ccccc3O2)cc1OC (centres undefined) do in these assays?
IMPase cell inh: -3; ALOX12 inhib: -1%; PNC inhibitor: 49; 15-hLO-2 inh: 7%

Results for CC(=O)O/N=C(/C)c1ncc(C(F)(F)F)cc1N1CCOCC1 ?
IMPase cell inh: -4; ALOX12 inhib: 3%; PNC inhibitor: 39; 15-hLO-2 inh: 6%

How did c1ccc(C[n+]2c(-c3ccccc3)csc2Nc2ccccc2)cc1 do in these assays?
IMPase cell inh: -6; ALOX12 inhib: -5%; PNC inhibitor: -7

Results for O=C(CN1CCC(Cc2ccccc2)CC1)NC(=O)NCc1ccco1 ?
IMPase cell inh: 0; ALOX12 inhib: -5%; PNC inhibitor: 33; 15-hLO-2 inh: 14%

What do the screens show for `CCCCN(CCCC)C(=S)N/N=C/c1c(C)[nH]n(-c2ccccc2)c1=O`?
IMPase cell inh: 4; ALOX12 inhib: 5%; PNC inhibitor: 44; 15-hLO-2 inh: 20%

What do the screens show for `COCCCn1c(SCC(=O)OC2CCCCC2)nnc1-c1cccs1`?
IMPase cell inh: 4; ALOX12 inhib: -1%; PNC inhibitor: -9; 15-hLO-2 inh: 1%

What do the screens show for `Cn1cc(SCC(=O)Nc2ccc3c(c2)OCO3)c2ccccc21`?
IMPase cell inh: 5; ALOX12 inhib: inconclusive; PNC inhibitor: 10; 15-hLO-2 inh: -10%

What do the screens show for `CCCC1=Nc2cc(C(=O)NCCCOC(C)C)ccc2Sc2ccccc21`?
IMPase cell inh: -1; ALOX12 inhib: -2%; PNC inhibitor: 8; 15-hLO-2 inh: 9%

Results for Fc1ccc(CSc2nnc(CN3CCOCC3)n2-c2ccccc2)c(Cl)c1 ?
IMPase cell inh: -1; ALOX12 inhib: 0%; PNC inhibitor: 20; 15-hLO-2 inh: -2%

What do the screens show for `Cc1ccc(C)c(NC(=S)NNC(=O)c2ccc(Br)o2)c1`?
IMPase cell inh: -5; ALOX12 inhib: 3%; PNC inhibitor: 16; 15-hLO-2 inh: 37%[activator]

Results for COc1ccccc1N1CCN(/N=C\c2ccc(C)o2)CC1 ?
IMPase cell inh: 4; ALOX12 inhib: -3%; PNC inhibitor: 52; 15-hLO-2 inh: inconclusive

What do the screens show for `COc1ccccc1NC(=O)CN(C)S(=O)(=O)c1ccc2c(c1)CCC(=O)N2`?
IMPase cell inh: 1; ALOX12 inhib: 4%; PNC inhibitor: -19; 15-hLO-2 inh: 4%

Of the compounds above, these have a COOH group:
Results for O=C(O)c1ccc(F)c(S(=O)(=O)Nc2ccccc2)c1 ?
IMPase cell inh: 4; ALOX12 inhib: 4%; PNC inhibitor: inconclusive; 15-hLO-2 inh: 4%

What do the screens show for `CC(=O)N1c2ccc(S(=O)(=O)CCC(=O)O)cc2CC1C` (centres undefined)?
IMPase cell inh: 0; ALOX12 inhib: 1%; PNC inhibitor: -26; 15-hLO-2 inh: -6%

Later entries.
Results for CCCCOCCCNC(=O)CC(C)c1ccccc1 (centres undefined) ?
ALOX12 inhib: 3%; PNC inhibitor: inconclusive

What do the screens show for `Cc1ccc(S(=O)(=O)NC2=NCN(C3CCN(Cc4ccccc4)CC3)CN2)cc1`?
IMPase cell inh: 11; ALOX12 inhib: -8%; PNC inhibitor: -9; 15-hLO-2 inh: 1%

Results for Cc1nn(Cc2ccc(F)cc2)c(C)c1NC(=O)c1cc(-c2ccc3c(c2)OCO3)on1 ?
IMPase cell inh: 9; ALOX12 inhib: -6%; PNC inhibitor: 17; 15-hLO-2 inh: 21%

How did CN(Cc1ccccc1)S(=O)(=O)c1ccc2c(c1)NC(=O)CC(=O)N2 do in these assays?
ALOX12 inhib: -1%; PNC inhibitor: -2

How did CC1=C(C(=O)OCc2ccccc2)C(c2ccc(-c3ccccc3)cc2)NC(=O)N1CCCCCC(=O)O (centres undefined) do in these assays?
ALOX12 inhib: 1%; PNC inhibitor: 47

Results for COC(=O)CNC(=O)CN1C(=O)N(c2ccc(Cl)cc2)C(N(O)C(=O)Nc2ccc(Cl)cc2)C1(C)C (centres undefined) ?
IMPase cell inh: 2; ALOX12 inhib: -11%; PNC inhibitor: -27; 15-hLO-2 inh: -17%

Results for Cc1ccc(C(=O)Nc2ccc(N3CCOCC3)nc2)cc1 ?
IMPase cell inh: 5; ALOX12 inhib: -16%; PNC inhibitor: 51; 15-hLO-2 inh: -9%

What do the screens show for `Cc1ccc(N(CN2CCCC2=O)C(=O)c2ccc(OC(C)C)cc2)cc1`?
IMPase cell inh: 6; ALOX12 inhib: 0%; PNC inhibitor: inconclusive; 15-hLO-2 inh: -8%

What do the screens show for `CCCCC(=O)Nc1ccc(C(=O)NCCc2ccccc2)cc1`?
ALOX12 inhib: 0%; PNC inhibitor: -14

What do the screens show for `COc1cccc(NC(=O)CSc2nnc(-c3cccc(OC(C)C)c3)n2N)c1`?
IMPase cell inh: 1; ALOX12 inhib: -2%; PNC inhibitor: 1; 15-hLO-2 inh: -4%

Results for Cc1ccc(CNC(=O)CN2C(=O)C3(OCCCO3)c3ccccc32)cc1 ?
IMPase cell inh: -10; ALOX12 inhib: -2%; PNC inhibitor: -25; 15-hLO-2 inh: 5%

What do the screens show for `O=C(c1cc2ccccc2oc1=O)N(Cc1ccccc1)CC1CCCO1` (centres undefined)?
ALOX12 inhib: -1%; PNC inhibitor: inconclusive

What do the screens show for `Nc1nc(CN2CCN(c3ccccc3)CC2)nc(N2CCCc3ccccc32)n1`?
IMPase cell inh: 5; ALOX12 inhib: -5%; PNC inhibitor: 18; 15-hLO-2 inh: 21%

What do the screens show for `S=C(NNc1ccnc2cc(Cl)ccc12)Nc1ccccc1Cl`?
ALOX12 inhib: -16%; PNC inhibitor: 16

Random excerpt: 4 records from the list
What do the screens show for `S=C(NNc1ccnc2cc(Cl)ccc12)Nc1ccccc1Cl`?
ALOX12 inhib: -16%; PNC inhibitor: 16

What do the screens show for `O=C(c1cc2ccccc2oc1=O)N(Cc1ccccc1)CC1CCCO1` (centres undefined)?
ALOX12 inhib: -1%; PNC inhibitor: inconclusive

What do the screens show for `Nc1nc(CN2CCN(c3ccccc3)CC2)nc(N2CCCc3ccccc32)n1`?
IMPase cell inh: 5; ALOX12 inhib: -5%; PNC inhibitor: 18; 15-hLO-2 inh: 21%

Results for Cc1ccc(CNC(=O)CN2C(=O)C3(OCCCO3)c3ccccc32)cc1 ?
IMPase cell inh: -10; ALOX12 inhib: -2%; PNC inhibitor: -25; 15-hLO-2 inh: 5%
